Screening data (PubChem)
HT1080-NT tox = kills 2HG-producing HT-1080-NT fibrosarcoma cells. HT-1080-NT fibrosarcoma viability, CellTiter-Glo ATP luminescence, 48 h. Potency, µM (top dose mostly 46.1 µM), without a hit: at the highest dose activity, negative = less viability, usual class: cytotoxic. 360,000 tested, 1.6% active;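 also: NT is the 2HG producing partner of a matched IDH1 knockdown line; potency is read from the fitted curve at half-maximal effect; 0% = DMSO-treated cells and -100% = media-only wells without cells; nearly all actives have a fitted effect of over 55% in size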
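750 cells/well, RPMI + 5% FBS; 2 h settle, compound pin-transfer, 48 h at 37 degrees C. CellTiter-Glo 10 min RT, luminescence. Normalized to DMSO and media-only wells.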
SW480 rereplic = inducers of DNA re-replication in SW480 colon cancer cells; 340,000 tested, 1.8% active; AID 624297; Potency, µM (titrated, usually from 46.1 µM), for the others: at the highest dose re-replication activation, actives largely listed as activators; SW480 DNA re-replication, Hoechst DNA content imaging, 48 h; also: potency is read from the fitted curve at half-maximal effect; % of control where 0% means no effect; nearly all actives have a fitted effect of over 55% in size
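Image-based read-out: total Hoechst fluorescence of nuclei (405 nm excitation, 500-530 nm emission), with hits raising the fraction of high-intensity nuclei. SW480 colon cells incubated 48 hr with compounds at 37 C.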
D3 antag = blocks the human D3 dopamine receptor; D3R cells, DiscoveRx beta-arrestin luminescence, antagonist mode; active compounds read low; max response, negative = inhibition, %; 360,000 tested, 2.5% active; AID 652054; in the data active = max response below about -50%; inconclusive = no clear call, values can overlap the other calls; also: % is scaled to controls: 0 for no effect and ±100 for the full control effect; mostly tested at two doses, the higher about 12 µM
Target sequence (P35462 whole entry, looked up): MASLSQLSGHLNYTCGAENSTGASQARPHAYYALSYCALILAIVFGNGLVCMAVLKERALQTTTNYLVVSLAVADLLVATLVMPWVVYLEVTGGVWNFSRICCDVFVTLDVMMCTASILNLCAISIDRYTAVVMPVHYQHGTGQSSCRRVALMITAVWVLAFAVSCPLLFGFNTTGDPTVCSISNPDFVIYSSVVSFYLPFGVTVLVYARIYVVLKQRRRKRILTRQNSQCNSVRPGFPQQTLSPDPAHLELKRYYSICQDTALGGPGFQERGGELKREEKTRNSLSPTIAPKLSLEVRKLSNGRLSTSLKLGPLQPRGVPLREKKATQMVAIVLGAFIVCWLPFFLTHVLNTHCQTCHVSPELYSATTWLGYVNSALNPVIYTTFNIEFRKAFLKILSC
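Cells plated overnight at 1500 cells/well, then exposed to library compounds with dopamine controls for 90 minutes at 37 degrees C. DiscoveRx reagent added for 30–60 minutes at room temperature; luminescence read, quantitative HTS format.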
KB-V1 MDR tox = KB-V1 MDR subline cytotoxicity; KB-V1 MDR cells viability, CellTiter-Glo, 72 h; Potency, µM (top dose mostly 46.1 µM), for the others: at the highest dose activity change, negative = cytotoxicity, usual class: cytotoxic; 400,000 tested, 3.4% active; also: potency is read from the fitted curve at half-maximal effect; % is scaled to controls: 0 for no effect and ±100 for the full control effect; nearly all actives have a fitted effect of over 60% in size
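Compound-treated KB-V1 multidrug-resistant cells, 72 h, 37 degrees C; viability by CellTiter-Glo. Fitted qHTS curves give the values.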
KB-3-1 cytotox = kills parental KB-3-1 adenocarcinoma cells; KB-3-1 viability, CellTiter-Glo ATP luminescence, 72 h; Potency, µM (series often up to 46.1 µM), for the others: top-dose activity change, negative = cytotoxic, most hits filed as cytotoxic; 400,000 tested, 1.4% active; also: potency is read from the fitted curve at half-maximal effect; % is scaled to controls: 0 for no effect and ±100 for the full control effect; nearly all actives have a fitted effect of over 60% in size
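Cytotoxicity in the drug-sensitive parental line KB-3-1 was scored as loss of CellTiter-Glo luminescence following 72 h incubation with compound. Values come from curve fitting of normalized concentration-response data.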
HT1080 IDH1KD tx = toxicity to HT-1080 IDH1 knockdown cells (counter line) | HT-1080 IDH1 knockdown viability, ATP luminescence, 48 h | Potency, µM (highest dose often 46.1 µM), for the others: top-dose activity, negative = toxicity, actives largely listed as cytotoxic | 360,000 tested, 2% active;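 also: potency is read from the fitted curve at half-maximal effect; 0% = DMSO wells and -100% = cell-free medium wells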
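Viability of IDH1-knockdown HT-1080 fibrosarcoma cells was assessed by CellTiter-Glo after 48 h at 37 °C with titrated compound; concentration-effect curves were classified by fit quality and response size.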
IL1B secr inh = blocks inflammasome-driven IL-1 beta release. THP-1 LPS/ATP IL-1B secretion, AlphaLISA, 16 h; active compounds read low. 360,000 tested, 4.7% active. activity change, % at 57.5 µM; in the data active = activity change below about -50%; inconclusive = mostly about -30% to -49%; also: % is scaled to controls: 0 for no effect and ±100 for the full control effect
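Secreted IL-1B measured by AlphaLISA bead assay after 16 h compound exposure of THP-1 cells; compounds (final up to 57.5 uM) added 1 h before LPS (250 ng/mL) and ATP (1.25 mM) stimulation; lower signal means less secretion.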
DRD3 agonist = activates the human D3 dopamine receptor; P35462; D3R DiscoveRx beta-arrestin cells, luminescence, 90 min; max activation, %; 410,000 tested, 0.58% active; in the data active = max activation above about 30%; also: 0% is about no effect; mostly tested at two doses, the higher about 12 µM
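Agonist-mode cell screen: cells plated at 1500/well and incubated overnight at 37 °C, then exposed to library compounds for 90 min at 37 °C. Detection reagent was added for 30–60 min at room temperature, and luminescence was read.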
GLP-1R agonist = activates the human GLP-1 receptor; P43220; HEK293 GLP-1R CRE-luciferase, luminescence, 4-6 h; cells express a hypersensitive GLP-1R form; Potency, µM (top dose mostly 45.6 µM), for the others: at the highest dose activation, actives largely listed as activators; 380,000 tested, 0.007% active; also: potency is read from the fitted curve at half-maximal effect; % of control where 0% means no effect
Target sequence (P43220 whole entry, looked up): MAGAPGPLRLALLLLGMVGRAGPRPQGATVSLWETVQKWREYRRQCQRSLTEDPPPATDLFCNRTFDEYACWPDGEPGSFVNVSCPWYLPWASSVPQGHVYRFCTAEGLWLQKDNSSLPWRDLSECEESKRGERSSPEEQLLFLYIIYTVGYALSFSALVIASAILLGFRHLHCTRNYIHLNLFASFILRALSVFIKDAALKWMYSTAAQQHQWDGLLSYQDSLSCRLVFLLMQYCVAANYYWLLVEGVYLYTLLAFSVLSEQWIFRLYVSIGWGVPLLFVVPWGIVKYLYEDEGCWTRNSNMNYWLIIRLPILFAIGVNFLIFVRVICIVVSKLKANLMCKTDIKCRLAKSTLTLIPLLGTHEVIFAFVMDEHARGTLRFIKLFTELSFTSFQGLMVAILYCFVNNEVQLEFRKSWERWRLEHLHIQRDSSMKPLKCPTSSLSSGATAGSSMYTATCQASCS
* hit, by the source's call; i = inactive; ? = inconclusive; / = no result given; & = joins results of further samples; [ ] = remark or other dose. Unless noted, calls follow the shape of the dose curve; as a rule, active = well fitted curve in the direction sought with a large enough effect; inconclusive = small, poorly fitted or top-dose-only effect, or another doubt; inactive = no such curve, though single readings can be large; an effect the other way counts as inactive or inconclusive.

molecule,HT1080-NT tox,SW480 rereplic,D3 antag,KB-V1 MDR tox,KB-3-1 cytotox,HT1080 IDH1KD tx,IL1B secr inh,DRD3 agonist,GLP-1R agonist
O=C(c1ccc(N2CCOCC2)c([N+](=O)[O-])c1)N1CCN(S(=O)(=O)c2cccs2)CC1,13%,5%,2,2%,2%,0%,-1,1,0%
Cc1ccc(NC(=O)COC(=O)Cn2cnc3ccccc32)c([N+](=O)[O-])c1,-5%,-1%,-9,4%,0%,3%,-7,-1,12%
O=C(NCCS(=O)CCNC(=O)C(F)(F)F)C(F)(F)F,19%,-6%,2,-2%,-9%,22%,13,3,0%
CCc1c(C(=O)O)[nH]c2ccc(Br)cc12,-7%,-1%,7,4%,3%,-11%,12,3,-2%
Cc1ccc(N=Nc2c(N)n[nH]c2N)cc1,13%,-9%,?,0%,5%,20%,-64*,0,18%
O=C(CCNC(=O)N1CC(=O)Nc2ccccc21)NCc1cccc(C(F)(F)F)c1,10%,/,37,20%,1%,11%,18,-1,2%
Brc1ccc(-c2csc(NC3=NCCCCC3)n2)cc1,-7%,22%,12,-10%,4%,-3%,-9,0,21%
O=S(=O)(c1ccc(NC(=S)NCc2ccncc2)cc1)N1CCCCC1,?,4%,-21,25%,2%,?,-8,-2,6%
CC1CCCN(CCCNC(=O)C2CCCN(c3ncnc4c3nc3n4CCCCC3)C2)C1 (stereo not given),-2%,-5%,1,0%,-4%,2%,0,-10,-1%
CC1CCCCC1NC(=O)CN(C)S(=O)(=O)c1ccc2c(c1)c(=O)n(C)c(=O)n2C (stereo not given),21%,-10%,17,?,-23%,16%,-12,-1,-2%
CCOc1ccc(OCCCCN(C)C)cc1,12%,-2%,0,0%,12%,10%,-5,-11,-1%
CCOC(=O)CN1C(=O)N[C@@H](c2cccc(C(F)(F)F)c2)C(C(=O)OC)=C1C,6%,-7%,-6,-13%,10%,18%,22,1,0%
C=CCn1c(-c2ccc(Cl)cc2)cnc1SC(C)C(N)=O (stereo not given),5%,-4%,-20,?,16%,9%,-20,-9,-1%
O=C(c1ccc([N+](=O)[O-])o1)N1CCN(c2nc3ccc(F)cc3s2)CC1,9%,?,0,-22%,?,3%,-16,0,2%
CCN(CC)S(=O)(=O)c1ccc(OC)c(NC(=O)Cn2cnc3c2c(=O)n(C)c(=O)n3C)c1,-1%,?,-10,-2%,-6%,?,-12,1,1%
O=C1C(Cc2ccccc2)S/C(=N/N=C/c2ccco2)N1c1ccccc1 (stereo not given),?,1%,0,6%,11%,?,27,0,-14%
COc1ccc(N2C(=O)CSC23C(=O)N(Cc2ccccc2F)c2ccccc23)cc1Cl (stereo not given),/,/,/,18µM*,?,/,/,-9,?
OCCN(CC#CC(O)(c1ccccc1)c1ccccc1)CCO,15%,0%,12,11%,-1%,22%,11,5,-2%
Cc1ccc(S(=O)(=O)Nc2ccc(C(=O)NCc3ccncc3)cc2)cc1,0%,2%,-5,7%,0%,-10%,i,6,-1%
CC(C)(C)NCC(O)COc1ccccc1C(C)(C)C (stereo not given),-27%,?,-26,-28%,1%,?,?,-16,-1%
COc1ccc(CNC(=O)c2nnn(CC(=O)Nc3cc(C)cc(C)c3)c2N)cc1,2%,-9%,0,-8%&22%,-1%&-4%,?,3,1&-3,-6%&1%
CCOc1ccccc1N(CC(=O)Nc1ccc(OC)cc1)S(=O)(=O)c1ccccc1,-3%,18%,7,0%,-8%,-2%,10,8,-7%
Cc1ccc(CN(Cc2ccccc2)C(=S)Nc2ccccc2C)o1,-4%,26%,-3,?,-1%,-8%,-19,-12,7%
COc1ccc(CC(N)c2csc(NC(=O)NC(c3ccccc3)c3ccccc3)n2)cc1 (stereo not given),23µM*,/,-21,4%,0%,?,-61*,0,-1%
CCOC(CCNC(=O)c1cn(-c2cccc(C)n2)cn1)OCC,10%,-2%,0,-1%,9%,8%,-15,-10,8%
CCn1c(C(=O)NCCCN2CCc3ccccc3C2)cc2sccc21,20µM*,?,-73*,9.2µM*,-23%,?,-5,-54,10%
CC(SCC(=O)Nc1ccccc1Br)c1nc2ccccc2c(=O)[nH]1 (stereo not given),-3%,?,-16,0%,-2%,-4%,19,6,2%
S=c1ncc2[nH]c(=S)[nH]c2[nH]1,0%,-2%,?,0%,0%,3%,-3,4,-3%
Cc1ccc(S(=O)(=O)N2CCN(c3cnn(C)c(=O)c3Cl)CC2)cc1,5%,7%,11,?,11%,18%,8,3,6%
Cn1c(=O)c2c(nc(N/N=C/c3cccs3)n2Cc2ccccc2)n(C)c1=O,5%,-5%,59,?,?,7%,23,7,3%
Cc1onc(-c2ccccc2)c1C(=O)N(Cc1ccccn1)Cc1ccccn1,13%,-5%,41,-2%,0%,7%,18,5,11%
CSc1ncnc2c1ncn2CCCNCc1ccco1,0%,/,0,0%,0%,9%,16,-3,-4%
COc1cccc(NC(=O)CN(C)C(=O)COc2cc(C)ccc2Cl)c1,-10%,-119%[inhibitor],5,-6%,10%,-5%,3,0,8%
CC(=O)Nc1cc(-c2cccc(NS(C)(=O)=O)c2)cn2c(-c3cccc(C(C)=O)c3)cnc12,?,/,4,0%,-1%,?,64,3,10%
CC(=O)c1ccc(N2CCN(S(=O)(=O)c3csc(C(N)=O)c3)CC2)cc1,-27%,0%,8,?,1%,?,30,5,1%
O=C(Nc1ccccc1)C1=C[C@H](c2ccccc2)C[C@H](OCc2ccc(CO)cc2)O1,1%,6%[9.22 µM],9,-3%,19%,4%,-21,13,21%
COCC(C)NC(=O)CCc1nnc(C2(c3ccc(Cl)cc3)CCC2)o1 (stereo not given),7%,-7%,-9,11%,14%,1%,3,-10,-1%
COc1ccc(CCNC(=O)CN(c2ccc(OC)c(OC)c2)S(=O)(=O)c2ccccc2)cc1OC,2%,-6%,20,-8%,-1%,-1%,4,5,6%
Cc1cc(O)cc(O)c1C(=O)Cc1cnn(-c2ccccc2)c1,-1%,0%,20,16µM*,-3%,5%,-3,1,7%
COC(=O)C1(C)NC(=O)c2ccccc2N1 (stereo not given),6%,5%,3,21%,14%,7%,8,2,-1%
CC(C)c1ccc(CN2CC(C(=O)Nc3ccccc3)CC2=O)cc1 (stereo not given),-2%,-1%,5,0%,-9%,0%,-1,0,-5%
COc1ccc2c(c1)C(=O)C1(CC2)OC1c1cccnc1 (stereo not given),-2%,/,-6,-17%,19%,4%,-20,5,-3%
O=[N+]([O-])c1ccc(N=NNc2ccc([N+](=O)[O-])cc2)cc1,17%,-2%,-51*,-1%,2%,9%,-3,-9,9%
S=c1[nH]nc(-c2ccccc2)o1,8%,-3%,-2,?,2%,6%,19,-1,0%
Cc1c(NC(=O)c2cccc(S(=O)(=O)N(C)c3ccccc3)c2)c(=O)n(-c2ccccc2)n1C,7%,-13%,27,?,4%,18%,17,0,-3%
CN1CCCCC1(C)C(=O)NCc1cc(Cl)ccc1F (stereo not given),18%,/,1,4%,0%,8%,11,-1,-1%
Cc1ccc(NS(=O)(=O)c2ccc(C3CCCCC3)cc2)cc1,-24%,-4%,0,21µM*,?,-25%,0,7,-29%
O=C(CSc1nnc(Cc2ccccc2)o1)NC1CC2CCC1C2 (stereo not given),2%,1%,13,2%,0%,-1%,0,3,0%

Grouped by structure, those above containing bromine (3)
molecule,HT1080-NT tox,SW480 rereplic,D3 antag,KB-V1 MDR tox,KB-3-1 cytotox,HT1080 IDH1KD tx,IL1B secr inh,DRD3 agonist,GLP-1R agonist
CCc1c(C(=O)O)[nH]c2ccc(Br)cc12,-7%,-1%,7,4%,3%,-11%,12,3,-2%
Brc1ccc(-c2csc(NC3=NCCCCC3)n2)cc1,-7%,22%,12,-10%,4%,-3%,-9,0,21%
CC(SCC(=O)Nc1ccccc1Br)c1nc2ccccc2c(=O)[nH]1 (stereo not given),-3%,?,-16,0%,-2%,-4%,19,6,2%

Additional records follow.
molecule,HT1080-NT tox,SW480 rereplic,D3 antag,KB-V1 MDR tox,KB-3-1 cytotox,HT1080 IDH1KD tx,IL1B secr inh,DRD3 agonist,GLP-1R agonist
CCNC(=O)C1(C)CCN(C(=O)c2cccc(Cl)c2)C1 (stereo not given),22%,/,0,-13%,-9%,-3%,-11,-8,0%
COC(=O)c1ccccc1NC(=O)COC(=O)CO/N=C(\C)c1ccc2c(c1)OCO2,12%,-8%,-12,-15%,-4%,22%,6,-1,0%
Clc1cccc(NCc2nnc3n2CCCCC3)c1,0%,-5%,-6,-6%,-1%,18%,-6,2,11%
Cc1nc(NC(=O)c2cc(-n3cnnc3)ccc2Cl)ccc1Br,-3%,-12%,22,-11%,1%,-3%,-9,2,-10%
Cc1nc(C(F)(F)F)ccc1C(=O)Nc1ccccc1N1CCOCC1,3%,11%,0,7%,-31%,1%,-7,-1,-3%
